# Compound activity (PubChem BioAssay)
# GRK2 inh = human GRK2 inhibition via aptamer displacement. P25098. bead flow cytometry, FAM-aptamer displacement from GRK2. inhibition of aptamer binding, % at 10 µM. 330,000 tested, 0.59% active. AID 488847;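 active = inhibition of aptamer binding above 40%, roughly 3 SD of noise, on plates passing a quality check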;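 note: median bead fluorescence of bound FAM aptamer so fluorescent compounds give negative values; no value below 0 was filed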
# AGP1-GFP MLPCN = alters AGP1-GFP fluorescence in TOR pathway yeast screen. S. cerevisiae AGP1-GFP multiplex flow cytometry, 3 h; GFP as percent of DMSO wells. GFP response vs DMSO, % at 10 µM. 320,000 tested, 0.02% active. AID 2066;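 active = GFP response relative to DMSO above a set limit, near screen average plus 3 SD, cut at about 150% in these data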;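 note: median GFP channel fluorescence of the gated AGP1 strain per well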
# LAP4 TOR yeast = modulators of TOR pathway LAP4-GFP in S. cerevisiae. S. cerevisiae LAP4-GFP multiplex, flow cytometry GFP, 3 h; median GFP as percent of DMSO wells. GFP response vs DMSO, % at 10 µM. 320,000 tested, 0.34% active. AID 2023;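 active = GFP response vs DMSO above a set limit, about the screen mean plus 3 SD, cut at about 150% in these data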
# MEP2-GFP yeast = alters MEP2-GFP fluorescence in TOR pathway yeast screen; GFP response vs DMSO, % at 10 µM; S. cerevisiae MEP2-GFP strain, flow cytometry GFP, 3 h; 100% = DMSO control level; 330,000 tested, 0.51% active;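 active = GFP response versus DMSO above a set limit, roughly screen mean plus 3 SD, cut at about 180% in these data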;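 note: median GFP fluorescence of the barcode-gated MEP2-GFP cells per well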
# CIT2-GFP yeast = yeast TOR pathway CIT2-GFP modulation | 320,000 tested, 0.065% active | S. cerevisiae CIT2-GFP strain, flow cytometry, 3 h; 100 means same as DMSO wells | GFP response vs DMSO, % at 10 µM;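 active = GFP response relative to DMSO above a set limit, near the screen mean plus 3 SD, cut at about 150% in these data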;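 note: ratio of well median GFP fluorescence to mean of DMSO wells on the plate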
# RPL19A-GFP yeast = alters RPL19A-GFP fluorescence in TOR pathway yeast screen | S. cerevisiae RPL19A-GFP strain, flow cytometry, 3 h; active compounds read low | percent response vs DMSO, % at 10 µM | 330,000 tested, 0.3% active | AID 2025;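 active = percent response vs DMSO below 50%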;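 note: median channel GFP fluorescence of the barcoded RPL19A-GFP strain; ratio of sample median GFP to plate DMSO average so 100% = DMSO; lower means less RPL19A-GFP as with rapamycin TOR inhibition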
# VLA-4 inh = inhibition in a human VLA-4 binding assay; inhibition, % (about 7 µM as worked out from the volumes in the protocol); VLA-4 expressing cells, ligand binding flow cytometry; 330,000 tested, 0.2% active; in the data active = inhibition above about 50%
# Target sequence (P13612 whole entry, looked up): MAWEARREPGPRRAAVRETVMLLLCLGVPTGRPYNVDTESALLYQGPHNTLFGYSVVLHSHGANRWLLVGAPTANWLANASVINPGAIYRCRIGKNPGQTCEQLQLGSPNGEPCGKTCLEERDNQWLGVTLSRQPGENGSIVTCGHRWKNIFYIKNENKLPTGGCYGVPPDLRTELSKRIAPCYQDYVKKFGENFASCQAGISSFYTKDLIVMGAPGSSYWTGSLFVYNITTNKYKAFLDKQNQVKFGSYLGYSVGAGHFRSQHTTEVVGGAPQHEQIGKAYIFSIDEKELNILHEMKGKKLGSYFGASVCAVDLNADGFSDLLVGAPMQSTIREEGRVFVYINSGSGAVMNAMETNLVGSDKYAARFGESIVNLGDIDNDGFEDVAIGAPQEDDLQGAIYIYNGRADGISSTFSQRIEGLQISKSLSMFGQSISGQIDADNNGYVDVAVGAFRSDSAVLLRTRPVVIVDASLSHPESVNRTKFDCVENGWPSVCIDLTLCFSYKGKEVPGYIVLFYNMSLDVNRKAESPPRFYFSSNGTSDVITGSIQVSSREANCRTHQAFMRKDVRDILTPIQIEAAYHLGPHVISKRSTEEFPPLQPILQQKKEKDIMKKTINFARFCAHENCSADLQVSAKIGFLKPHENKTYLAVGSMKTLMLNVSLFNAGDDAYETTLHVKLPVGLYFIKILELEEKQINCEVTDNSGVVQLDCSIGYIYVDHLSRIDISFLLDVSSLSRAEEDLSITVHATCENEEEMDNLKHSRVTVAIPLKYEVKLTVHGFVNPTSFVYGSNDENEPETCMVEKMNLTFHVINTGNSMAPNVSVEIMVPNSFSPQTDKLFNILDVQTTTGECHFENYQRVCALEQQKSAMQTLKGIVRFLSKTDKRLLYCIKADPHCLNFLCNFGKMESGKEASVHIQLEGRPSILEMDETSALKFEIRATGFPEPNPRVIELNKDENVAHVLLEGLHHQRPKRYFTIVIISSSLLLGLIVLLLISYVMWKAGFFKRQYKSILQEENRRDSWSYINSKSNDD
# CR mimetic SO = lowers age-related superoxide in aged yeast cells; S. cerevisiae aged cells, superoxide DHE fluorescence; active compounds read low; superoxide response (% of plate mean), % at 10 µM; 330,000 tested, 0.18% active; AID 2690;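 active = superoxide response under a set limit, about three screen SD below normal, cut at about 65% in these data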;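 note: yeast aged for seven days with compound at 30 °C before DHE staining; 100% = average MFI of all compound-treated wells on the plate with controls excluded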
# An asterisk follows results filed as active; . = not tested or not shown. Not a hit list; any-hit rate near 1.7%.
1) CCCN(CCC)c1nc2ccccc2n2c(C)nnc12
2) N[C@@H](CO)c1nnc([C@H](Cc2ccc(O)cc2)NC(=O)C2CCNCC2)o1
3) COc1ccccc1-n1c(=O)[nH]c2c(C(N)=O)nc(CC(C)C)nc21
4) COc1cc(/C=N/N2CCN(c3ccccc3)CC2)cc(OC)c1OC(C)=O
5) COc1ccc(CNC(=O)CCCn2nc(C)c3c(C)n(-c4ccc(C)cc4)nc3c2=O)cc1
6) O=C(NC(=S)Nc1ccccc1N1CCOCC1)c1cccc([N+](=O)[O-])c1
7) CC(=O)c1ccc(N2CCN(C(=O)c3cn(Cc4ccccc4)nc3-c3cccnc3)CC2)c(F)c1
8) O=C(COC(=O)Cn1cnc2ccccc21)NCCC1=CCCCC1
Compound,1,2,3,4,5,6,7,8
RPL19A-GFP yeast,94.0,97.8,100.0,99.8,71.3,96.0,100.8,101.5
MEP2-GFP yeast,90.6,91.7,117.4,103.3,91.6,93.2,101.0,95.7
VLA-4 inh,23.3,7.6,45.3,-1.5,-0.5,-13.8,16.1,14.4
CIT2-GFP yeast,79.8,73.0,96.8,105.3,90.9,106.4,102.8,.
GRK2 inh,2.0,0.0,0.0,.,0.0,0.0,25.0,12.0
LAP4 TOR yeast,105.0,123.4,100.3,84.4,88.2,101.9,96.5,84.1
CR mimetic SO,96.9,97.1,97.0,92.9,108.4,105.2,110.9,96.5
AGP1-GFP MLPCN,90.7,79.5,100.5,90.3,90.4,100.2,101.1,102.7

9) CCN(CC)S(=O)(=O)c1ccc(-c2nnc(SCC(=O)N3CCOCC3)o2)cc1
10) CCCCC(Sc1nc(N)c(NC(=O)c2ccc(OCC)cc2)c(=O)[nH]1)C(=O)O (stereo unspecified)
11) O=C(NC(=S)Nc1cccc([N+](=O)[O-])c1)C1CCCC1
12) Cc1cc(C)cc(NC(=O)c2cc(C)nc3ccccc23)c1
13) CCCCn1c(N)c(N(CCOC)C(=O)c2ccc(Cl)c(S(=O)(=O)N3CCCCC3)c2)c(=O)[nH]c1=O
14) COc1ccc(C2OC3=C(Nc4cc(C)c(C)cc4N3)C2=O)cc1 (stereo unspecified)
15) S=c1cnc2ccccc2[nH]1
16) CC(C)Sc1nnc(CNC(=O)C23CC4CC(CC(C4)C2)C3)n1Cc1ccccc1
Compound,9,10,11,12,13,14,15,16
RPL19A-GFP yeast,96.6,97.9,106.1,101.3,99.5,101.3,113.6,101.6
MEP2-GFP yeast,99.5,101.5,101.3,94.7,100.9,105.2,103.0,101.6
VLA-4 inh,26.4,-2.3,25.1,-2.4,7.2,4.2,6.2,-0.7
CIT2-GFP yeast,94.6,98.9,99.0,107.3,93.2,100.2,106.1,97.6
GRK2 inh,3.0,0.0,24.0,12.0,2.0,0.0,3.0,0.0
LAP4 TOR yeast,98.2,92.3,106.1,84.9,114.7,96.8,102.6,106.2
CR mimetic SO,93.4,100.4,82.9,95.8,94.4,117.8,105.4,106.2
AGP1-GFP MLPCN,98.2,93.2,78.1,98.5,103.9,94.4,104.5,95.1

17) OCC1CCCN(Cc2ccc(-c3ccccc3)cc2)C1 (stereo unspecified)
18) COc1ccc(-c2sc3cc4c(cc3c2-c2ccc3c(c2)OCCO3)OCO4)cc1
19) O=C(Nc1ccc(Oc2ccccc2)cc1)C1CC1
20) Cc1cc(C(=O)COC(=O)CCC(=O)c2ccc3c(c2)OCCO3)c(C)n1Cc1ccco1
21) CCOc1ccc(S(=O)(=O)NCCC(=O)OCC(=O)Nc2cc(C)on2)cc1
22) O=c1cc2c(n[nH]1)CCCC2
23) CCN=C(NCC)SC1CC(=O)N(c2ccccc2)C1=O (stereo unspecified)
24) CC(C)(C)OC(=O)C[C@@H]1C/C=C\C[C@H](CC(=O)N(CCO)Cc2ccccc2)C(=O)N[C@@H](c2ccccc2)COC1=O
Compound,17,18,19,20,21,22,23,24
RPL19A-GFP yeast,98.1,98.1,94.7,96.2,93.5,96.3,104.0,98.5
MEP2-GFP yeast,99.2,105.2,96.7,102.0,95.3,89.0,103.7,104.8
VLA-4 inh,3.0,11.4,5.2,-23.4,4.8,0.0,7.8,-11.3
CIT2-GFP yeast,104.5,99.3,83.7,96.5,102.5,101.8,102.4,95.5
GRK2 inh,0.0,1.0,4.0,7.0,0.0,2.0,3.0,1.0
LAP4 TOR yeast,95.4,109.7,111.3,102.5,87.7,91.3,105.7,116.9
CR mimetic SO,80.0,110.1,102.3,94.2,98.8,99.1,99.0,108.8
AGP1-GFP MLPCN,98.1,105.8,80.6,95.7,99.6,100.0,108.0,105.5

25) CCN(C(=O)CSc1cc(C)c2cccc(C)c2n1)C1CCS(=O)(=O)C1 (stereo unspecified)
26) O=C(CN1CCCCCC1)Nc1ccc(F)c(F)c1
27) COc1ccc(CC(=O)Nc2cc(C)on2)cc1
28) CC(C)c1ccc(C(=O)NN2C(=O)C3CCCCC3C2=O)cc1 (stereo unspecified)
29) COCCN(C(=O)CSc1nn(-c2ccc(F)cc2)c(=S)s1)c1c(N)n(CC(C)C)c(=O)[nH]c1=O
30) Cc1ccc(S(=O)(=O)N2CCN(C(=O)COC(=O)c3ccc(O)cc3)CC2)c(C)c1
31) CCOc1ccc(-c2c(C(=O)N/N=C/c3cccs3)nnn2-c2nonc2N)cc1
32) Cn1c(=O)c2c(nc(NCC3CCCO3)n2Cc2ccccc2)n(C)c1=O (stereo unspecified)
Compound,25,26,27,28,29,30,31,32
RPL19A-GFP yeast,104.6,107.0,100.4,101.7,99.1,99.0,98.3,106.3
MEP2-GFP yeast,95.3,105.7,105.9,101.1,100.8,101.2,100.7,109.2
VLA-4 inh,11.6,3.7,2.3,14.1,-9.9,9.2,-9.8,12.1
CIT2-GFP yeast,96.3,118.3,107.4,98.7,93.6,97.9,98.0,104.4
GRK2 inh,2.0,2.0,0.0,3.0,2.0,1.0,0.0,0.0
LAP4 TOR yeast,107.2,115.9,98.2,95.7,105.0,105.3,99.0,110.5
CR mimetic SO,105.2,99.6,101.6,91.6,119.1,110.7,112.8,96.5
AGP1-GFP MLPCN,97.0,.,100.0,99.4,101.0,101.4,99.4,104.2

# Shown tab-delimited: entries from further up.
item	molecule	RPL19A-GFP yeast	MEP2-GFP yeast	VLA-4 inh	CIT2-GFP yeast	GRK2 inh	LAP4 TOR yeast	CR mimetic SO	AGP1-GFP MLPCN
22	O=c1cc2c(n[nH]1)CCCC2	96.3	89.0	0.0	101.8	2.0	91.3	99.1	100.0
23	CCN=C(NCC)SC1CC(=O)N(c2ccccc2)C1=O (stereo unspecified)	104.0	103.7	7.8	102.4	3.0	105.7	99.0	108.0
24	CC(C)(C)OC(=O)C[C@@H]1C/C=C\C[C@H](CC(=O)N(CCO)Cc2ccccc2)C(=O)N[C@@H](c2ccccc2)COC1=O	98.5	104.8	-11.3	95.5	1.0	116.9	108.8	105.5
25	CCN(C(=O)CSc1cc(C)c2cccc(C)c2n1)C1CCS(=O)(=O)C1 (stereo unspecified)	104.6	95.3	11.6	96.3	2.0	107.2	105.2	97.0
26	O=C(CN1CCCCCC1)Nc1ccc(F)c(F)c1	107.0	105.7	3.7	118.3	2.0	115.9	99.6	.

# (further entries)
33) COc1ccc(S(=O)(=O)N(CC(=O)N2CCN(C)CC2)C2CCCCC2)cc1OC
34) O=C(Nc1ccc(N2CCCC(O)C2)cc1)c1snc2c(=O)[nH]cnc12 (stereo unspecified)
35) CCOc1ccc(NC(=O)CSc2nnc(-c3ccccn3)n2C)cc1
36) CCOC(=S)NC(=O)c1sc2ccccc2c1Cl
37) CC1(C(O)(C#CC[N+]2(C)CCCCC2)c2ccccc2)CCCC1 (stereo unspecified)
38) CC1(C(=O)OCC(=O)NCCNC(=O)COC(=O)C2(C)CC2(Cl)Cl)CC1(Cl)Cl (stereo unspecified)
39) Cn1cccc1C(=O)OCC(=O)Nc1cccc(S(=O)(=O)N2CCOCC2)c1
40) CS(=O)(=O)c1ccc(Cl)c(NC(=O)COC(=O)CCc2c[nH]c3ccccc23)c1
Compound,33,34,35,36,37,38,39,40
RPL19A-GFP yeast,99.9,98.9,98.9,97.4,101.1,94.7,95.8,96.6
MEP2-GFP yeast,111.7,101.2,97.4,101.1,96.5,94.9,96.0,99.1
VLA-4 inh,-2.9,23.5,16.9,1.1,2.8,4.3,19.3,-3.3
CIT2-GFP yeast,112.1,101.3,103.7,88.8,102.2,99.3,91.8,109.6
GRK2 inh,3.0,2.0,0.0,4.0,1.0,0.0,1.0,7.0
LAP4 TOR yeast,89.8,99.8,98.2,129.8,97.7,95.5,86.3,108.0
CR mimetic SO,93.6,90.1,94.0,94.1,110.3,98.7,95.3,97.6
AGP1-GFP MLPCN,85.8,104.1,103.1,97.6,102.9,98.8,90.7,104.5

41) O=C(CSc1nnc2scc(-c3ccccc3)n12)NCc1ccco1
42) Cc1ccc(CSc2nnc(-c3ccc(S(=O)(=O)N4CCCC4)cc3)o2)cc1
43) COc1ccc(COc2ccccc2C(N)=O)cc1F
44) COC(=O)c1nn(-c2ccccc2)c2nnc(Cc3ccc(C)cc3)c(=O)n12
45) CCCNC(=O)C(Cc1cccc(C#N)c1)NC(=O)c1ccc(C#N)cc1 (stereo unspecified)
46) COc1cc(OC)cc(-c2c(-c3ccc(F)cc3)c3cc(-c4cnc(OC)nc4)ccc3n2C)c1
47) Cc1ccccc1OCC(O)CN(Cc1ccccc1O)C1CCCCC1 (stereo unspecified)
48) COc1ccc(Nc2nc(C)nc3c2nnn3Cc2ccccc2)cc1OC
Compound,41,42,43,44,45,46,47,48
RPL19A-GFP yeast,104.7,101.1,105.4,94.2,95.2,96.0,94.0,90.3
MEP2-GFP yeast,103.1,107.8,104.5,104.2,88.0,99.3,95.8,94.5
VLA-4 inh,2.6,-2.0,14.0,14.4,4.1,22.1,-9.3,9.2
CIT2-GFP yeast,102.6,108.9,104.7,98.4,104.4,96.4,98.7,89.6
GRK2 inh,2.0,59.0*,0.0,1.0,82.0*,0.0,1.0,1.0
LAP4 TOR yeast,99.1,103.1,100.5,95.2,105.0,91.9,92.1,92.0
CR mimetic SO,88.2,109.1,94.5,101.7,112.9,65.9,90.3,103.7
AGP1-GFP MLPCN,103.5,104.1,97.6,94.6,98.0,98.4,97.6,87.8

49) Cc1cc2cc(CNC(=S)Nc3ccc(OC(F)(F)F)cc3)ccc2[nH]1
50) CCOP(=O)(OCC)c1nc(/C=C/c2ccccc2)oc1NCc1ccc(OC)cc1
51) Cc1ccc(NNC(=O)c2c(F)cccc2Cl)cc1Cl
52) N#CCN(N=Nc1ccccc1)c1ccccc1
53) O=C(CSc1nc2ccsc2c(=O)n1Cc1ccccc1)NCc1ccco1
54) CS(=O)(=O)Nc1ccc(C(=O)Nc2ccc(S(=O)(=O)N3CCCC3)cc2)cc1
55) Cc1ccc2nc(SCC(=O)Nc3ccc(F)c([N+](=O)[O-])c3)[nH]c2c1
56) CC(C)Oc1ccc(C(=O)OCC(=O)NC(=O)NC2CCCC2)cc1
57) C=CCN(c1ccccc1)S(=O)(=O)c1cccc(C(=O)NCC(c2cccs2)N2CCOCC2)c1 (stereo unspecified)
58) CC(=O)C1=C(C)NC(=O)NC1c1cccc([N+](=O)[O-])c1O (stereo unspecified)
Compound,49,50,51,52,53,54,55,56,57,58
RPL19A-GFP yeast,100.4,104.6,103.1,94.5,101.1,99.7,99.6,89.8,100.5,95.5
MEP2-GFP yeast,117.9,104.2,100.2,90.4,99.1,100.1,99.7,94.7,96.0,99.4
VLA-4 inh,23.2,3.7,5.6,7.6,-5.2,-1.1,5.1,0.2,15.5,-0.3
CIT2-GFP yeast,98.3,.,82.7,97.2,100.7,102.2,99.5,81.7,98.8,96.4
GRK2 inh,0.0,0.0,1.0,17.0,2.0,2.0,0.0,1.0,0.0,0.0
LAP4 TOR yeast,110.9,103.6,114.5,90.8,104.7,101.3,95.5,100.0,113.1,100.2
CR mimetic SO,99.1,89.4,69.0,85.6,94.3,112.7,122.8,111.8,137.0,123.9
AGP1-GFP MLPCN,97.9,104.0,99.7,93.9,101.3,99.2,96.1,88.2,106.2,79.1
